Compound activity deposited in PubChem by several laboratories.
SUMO HTRF inh: SUMOylation inhibition | P63279 | HTRF SUMOylation assay, SAE1/SAE2 + UBC9, in vitro | inhibition, % at 35 µM | 0.36% of 290,000 active | AID 2006; in the data active = inhibition above about 50%, passing the limit was not always enough; also: strong numbers were not always called active
Target sequence (P63279 whole entry, looked up): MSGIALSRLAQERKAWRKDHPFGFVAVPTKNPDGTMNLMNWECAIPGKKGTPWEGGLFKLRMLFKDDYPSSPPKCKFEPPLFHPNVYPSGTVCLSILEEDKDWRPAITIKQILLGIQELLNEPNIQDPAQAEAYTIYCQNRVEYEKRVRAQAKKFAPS
CRFBP-R2 block: antagonists of CRF-binding protein/CRF-R2 receptor complex | HEK293 CRF-R2/CRF-BP, CRF-induced calcium fluorescence | inhibition, % at 11.8 µM | 0.59% of 350,000 active;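 active = inhibition of the ligand-induced calcium signal above about 50% at the single tested concentration, limit read from the data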
IDE cell activ: IDE (human) activation, cell-based; activation, % at 5.96 µM; HEK cells, FAbeta-B cleavage, fluorescence polarization; 0% vehicle, 100% cell-free pure enzyme wells; P14735; 0.073% of 340,000 active;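 active = activation above the mean of all tested compounds plus 3 SD, set per screening campaign, cut at about 17% in these data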
GalR3 antag: blocks the human galanin receptor 3. O60755. HEK293 GalR3-CNG cAMP membrane potential fluorescence; galR3 body fused to GalR1 C-terminus. inhibition, % at 3 µM. 0.44% of 360,000 active. AID 651719;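 active = inhibition above the screen-wide average plus 3 SD, cut at about 13% in these data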;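 also: forskolin and galanin both at EC90 stimulate the cells; cAMP rise reported by CNG channel membrane potential dye signal; 0% = forskolin plus galanin with DMSO and 100% = forskolin alone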
Target sequence (O60755 1-299 limits assumed): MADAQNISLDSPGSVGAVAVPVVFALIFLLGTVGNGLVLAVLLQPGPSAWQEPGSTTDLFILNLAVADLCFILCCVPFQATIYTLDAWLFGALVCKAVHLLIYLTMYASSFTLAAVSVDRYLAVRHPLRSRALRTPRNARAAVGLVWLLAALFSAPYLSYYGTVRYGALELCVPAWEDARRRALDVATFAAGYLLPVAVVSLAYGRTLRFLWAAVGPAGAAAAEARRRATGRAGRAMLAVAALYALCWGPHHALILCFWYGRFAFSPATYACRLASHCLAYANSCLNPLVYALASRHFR
IMP-1 inhibitor: blocks Pseudomonas aeruginosa IMP-1 metallo-beta-lactamase; purified IMP-1, nitrocefin hydrolysis, epi-absorbance fluorescence; inhibition, % at 5.6 µM; 0.45% of 290,000 active; AID 1556;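 active = inhibition above the mean plus 3 SD of all compounds in the same screening run, cut at about 4.5% in these data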;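 also: 0% = IMP-1 with DMSO and 100% = DMSO wells lacking enzyme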
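System: Purified IMP-1 | Read-out basis: Percent enzyme inhibition | Controls: IMP-1 with DMSO as 0%, enzyme-free DMSO as 100% | Replicates: One well per compound | Doses: 5.6 µM nominal single concentration | Detection: Epi-absorbance fluorescence, 480 nm excitation, 530 nm emission | Incubation: 25 °C, 15 min preincubation, 25 min reaction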
VIM-2 inhibitor: inhibitors of Pseudomonas aeruginosa VIM-2 metallo-beta-lactamase; purified VIM-2, nitrocefin hydrolysis, epi-absorbance fluorescence; inhibition, % at 5.6 µM; 0.89% of 290,000 active;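 active = inhibition above the mean of all tested compounds plus 3 SD, cutoff set per screening run, cut at about 7.5% in these data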;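 also: red hydrolysis product quenches plate fluorescence so inhibitors raise well fluorescence; 0% = enzyme with DMSO and 100% = DMSO without enzyme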
HCV NS3 hel inh: inhibitors of Hepatitis C virus NS3 helicase | NS3 helicase DNA unwinding, Cy5 molecular beacon fluorescence | inhibition, % at 10.9 µM | 0.56% of 290,000 active | AID 1800;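 active = inhibition above the mean of all tested compounds plus 3 SD, set per campaign, cut at about 35% in these data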;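 also: 0% = DMSO wells and 100% = thioflavine S control wells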
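System: NS3 helicase fragment of HCV / Schedule: 1 h at 25 °C / Control set: DMSO alone as 0% and 110 µM thioflavine S as 100% / Reagent: Cy5/quencher beacon DNA duplex and ATP to start / Technique: Cy5 fluorescence / Replication: singlicate / Evaluation: % inhibition of end-to-start signal ratio versus controls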
pCIP destab: compounds decreasing mouse p/CIP protein stability | F442A p/CIP-EGFP cells, EGFP fluorescence, 16 h | decrease of EGFP signal, % at 10 µM | 0.01% of 290,000 active | AID 1984;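 active = EGFP signal decrease of at least 30% at 10 µM or well 3 SD below plate mean, unless failing retest; inactive = the rest, including hits failing retest or dose response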; also: some compounds called inactive have numbers as strong as hits; many of its hits are not listed in these tables
IDE inh: cellular human IDE inhibition | P14735 | HEK cells, FAbetaB cleavage, fluorescence polarization | inhibition, % at 5.59 µM | 0.41% of 320,000 active | AID 434962;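 active = percent inhibition above the average of all tested compounds plus 3 SD, set per screening campaign, cut at about 16% in these data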;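 also: IDE supplied by intact live HEK cells; FP after avidin binding of uncleaved biotin substrate so inhibition keeps polarization high; 0% = DMSO wells and 100% = 60 µM reference IDE inhibitor Ii1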
* hit, by the source's call; nt = no result given.

SMILES	SUMO HTRF inh	CRFBP-R2 block	IDE cell activ	GalR3 antag	IMP-1 inhibitor	VIM-2 inhibitor	HCV NS3 hel inh	pCIP destab	IDE inh
Cc1[nH][nH]c(=O)c1C(c1c(C)[nH][nH]c1=O)c1cn(C)c2ccccc12	97	9	-3	-2	-5.4	0.9	7	-2	nt
CCOC(=O)c1cnc(Nc2nc3ccccc3o2)nc1CSC(=S)N(CC)CC	-16	-25	1	-4	-4.8	-1.8	-1	3	1
CNC(=O)COC(=O)C1CCN(S(=O)(=O)c2ccc3c(c2)OCCO3)CC1	nt	0	0	-2	nt	nt	nt	nt	-2
Cc1ccc(NC(=O)CSCc2cc(=O)n3cc(C)sc3n2)c(C)c1	0	2	8	-1	1.1	-0.2	0	7	-4
COc1ccc(S(=O)(=O)N2CCCCC2)cc1NC(=O)COC(=O)c1ccco1	nt	3	6	-7	nt	nt	nt	nt	-2
COc1ccc(/C(O)=C2/C(=O)C(=O)N(c3ncccn3)C2c2ccc(F)cc2)cc1 (stereo not drawn)	21	-5	1	-4	-2.5	0.0	-3	-5	-2
CCOc1ccc(/C=N/Nc2cc(C)nc(N3CCOCC3)n2)cc1	11	-4	-1	-6	-2.2	-2.0	-6	-14	5
C(=N\Nc1nn[nH]n1)/c1ccccc1	9	12	2	-1	-0.4	2.8	10	4	0
CCOC(=O)c1c(NC(=O)c2cc(-c3ccc(Cl)s3)nc3ccccc23)sc(C(N)=O)c1C	34	27	0	-2	0.5	-0.9	7	-2	-9
COc1ccc(/C=N/NC(=O)c2ccn[nH]2)cc1Cn1nc(C)c([N+](=O)[O-])c1C	8	-5	nt	0	-0.7	-2.2	-7	7	2
CCCC(=O)N(Cc1cc2cc(C)ccc2[nH]c1=O)c1ccccc1OC	30	-22	1	-1	-2.6	0.7	0	-9	6
CC(C)SCC(=O)Nc1ncc2c(n1)-c1ccccc1CC2	2	5	-4	-7	-3.0	-2.7	5	15	8
Cc1ccc(OCCN(C)C(=O)C2CCC(=O)N(CC3CCCCC3)C2)cc1 (stereo not drawn)	-5	1	0	-1	-0.2	-1.1	-2	6	5
CCOc1ccc(-n2c(C)cc(/C=N\NC(=O)CC(=O)NC3CCCCC3)c2C)cc1	2	13	1	-5	-2.8	-4.2	-6	-6	-1
COc1ccc(NC(=O)c2ccc3c(=O)n(Cc4ccco4)c(=S)[nH]c3c2)c(OC)c1	40	-3	3	4	-5.1	-2.3	4	-8	10
Cc1cccc(C)c1NC(=O)CN1CCN(CC(=O)c2cc(C)n(C3CC3)c2C)CC1	nt	8	2	-4	nt	nt	nt	nt	-1
CC(=O)Nc1ccc(S(=O)(=O)N2CCN(S(=O)(=O)N3CCCCCC3)CC2)cc1	-8	9	2	-1	-2.2	-0.5	8	-4	-6
COc1ccc(C(=O)COC(=O)CCN=C2NS(=O)(=O)c3ccccc32)cc1OC	27	-9	4	0	0.5	0.0	27	2	8
COC(=O)C(CCCCNC(=O)OCc1ccccc1)NC(=O)CN (stereo not drawn)	9	-26	4	1	0.0	-0.8	-5	-7	2
O=C(c1ccco1)N1CCN(C(=O)C2CCCN(S(=O)(=O)Cc3ccccc3)C2)CC1 (stereo not drawn)	11	4	1	1	-3.0	-3.7	-3	4	8
Cc1cc(/C=C2\NC(=S)NC2=O)c(C)n1-c1cccnc1	17	8	7	-4	-1.9	0.2	-7	-12	8
CC1CCCN(c2nc3c(c(=O)n(C)c(=O)n3C)n2CCSc2nc3ccccc3o2)C1 (stereo not drawn)	5	2	2	-4	-2.5	0.2	-7	0	-4
CN(C(=O)C1CC1)C1CCS(=O)(=O)C1 (stereo not drawn)	nt	4	6	-2	nt	nt	nt	nt	-2
Cc1nc2cc(NC(=O)C3COc4ccccc4O3)ccc2s1 (stereo not drawn)	9	2	0	-2	-3.5	-7.1	7	-5	-2

An excerpt of these results, with values ahead of the structure:
SUMO HTRF inh	CRFBP-R2 block	IDE cell activ	GalR3 antag	IMP-1 inhibitor	VIM-2 inhibitor	HCV NS3 hel inh	pCIP destab	IDE inh	molecule
8	-5	nt	0	-0.7	-2.2	-7	7	2	COc1ccc(/C=N/NC(=O)c2ccn[nH]2)cc1Cn1nc(C)c([N+](=O)[O-])c1C
30	-22	1	-1	-2.6	0.7	0	-9	6	CCCC(=O)N(Cc1cc2cc(C)ccc2[nH]c1=O)c1ccccc1OC
2	5	-4	-7	-3.0	-2.7	5	15	8	CC(C)SCC(=O)Nc1ncc2c(n1)-c1ccccc1CC2
-5	1	0	-1	-0.2	-1.1	-2	6	5	Cc1ccc(OCCN(C)C(=O)C2CCC(=O)N(CC3CCCCC3)C2)cc1 (stereo not drawn)
2	13	1	-5	-2.8	-4.2	-6	-6	-1	CCOc1ccc(-n2c(C)cc(/C=N\NC(=O)CC(=O)NC3CCCCC3)c2C)cc1
40	-3	3	4	-5.1	-2.3	4	-8	10	COc1ccc(NC(=O)c2ccc3c(=O)n(Cc4ccco4)c(=S)[nH]c3c2)c(OC)c1
nt	8	2	-4	nt	nt	nt	nt	-1	Cc1cccc(C)c1NC(=O)CN1CCN(CC(=O)c2cc(C)n(C3CC3)c2C)CC1
-8	9	2	-1	-2.2	-0.5	8	-4	-6	CC(=O)Nc1ccc(S(=O)(=O)N2CCN(S(=O)(=O)N3CCCCCC3)CC2)cc1
27	-9	4	0	0.5	0.0	27	2	8	COc1ccc(C(=O)COC(=O)CCN=C2NS(=O)(=O)c3ccccc32)cc1OC
9	-26	4	1	0.0	-0.8	-5	-7	2	COC(=O)C(CCCCNC(=O)OCc1ccccc1)NC(=O)CN (stereo not drawn)
11	4	1	1	-3.0	-3.7	-3	4	8	O=C(c1ccco1)N1CCN(C(=O)C2CCCN(S(=O)(=O)Cc3ccccc3)C2)CC1 (stereo not drawn)
17	8	7	-4	-1.9	0.2	-7	-12	8	Cc1cc(/C=C2\NC(=S)NC2=O)c(C)n1-c1cccnc1

Other compounds:
SMILES	SUMO HTRF inh	CRFBP-R2 block	IDE cell activ	GalR3 antag	IMP-1 inhibitor	VIM-2 inhibitor	HCV NS3 hel inh	pCIP destab	IDE inh
COc1ccc(C(=O)n2nc(-c3ccco3)nc2N)cc1OC	24	-9	0	3	-2.2	-3.8	2	-2	nt
CSc1ccccc1NC(=O)CN1CCCCC1C (stereo not drawn)	2	-21	1	4	-1.7	-0.1	4	-11	2
CC1(C)OC(=O)C(=CSc2ccc(C(C)(C)C)cc2)C(=O)O1	14	-16	1	-6	-1.1	-0.8	3	-16	4
COc1ccc(C2=NOC(Cn3nc(C(=O)NCc4ccco4)cc3-c3ccccc3)C2)cc1 (stereo not drawn)	nt	6	0	1	nt	nt	nt	nt	-1
O=C(Cn1cnc2c(nnn2Cc2ccc(F)cc2)c1=O)N1CCCCC1	-8	34	7	-5	-3.7	-1.8	-1	2	-1
CCCn1nc(C(=O)NNC(=O)c2cccc(C)c2)c2ccccc2c1=O	nt	-7	0	-5	nt	nt	nt	nt	1
O=C(COCc1cc(-c2ccc3c(c2)OCO3)on1)N1CCN(c2cccc(Cl)c2)CC1	16	2	4	-9	-0.6	1.1	7	-7	-2
CCOCCCNC(=O)C(Cc1ccccc1)NS(=O)(=O)c1cccc2nsnc12 (stereo not drawn)	-1	5	4	-6	-0.9	-1.8	-5	-3	1
COc1ccc(C)cc1S(=O)(=O)n1cnc(C)c1	17	-16	-1	2	-2.3	0.1	-2	-8	-2
CCCCCOc1ccc(NC(=O)C(=O)NCC2CCCN2CC)cc1 (stereo not drawn)	-1	-24	7	-2	-1.7	-1.3	-19	1	4
CCC1CCCCN1CCCNC(=O)CSc1nc2nc(C)c(Cc3ccccc3)c(C)n2n1 (stereo not drawn)	6	4	4	-9	-1.6	0.5	2	2	6
O=C(CCCn1c(=S)[nH]c2cc3c(cc2c1=O)OCO3)N1CCN(c2ccccc2F)CC1	-4	5	2	1	-2.1	-3.5	1	0	1
Cc1ccc(OCC(=O)Nc2ccc([N+](=O)[O-])cc2)cc1	-4	12	3	-1	-2.4	0.2	7	-5	-6
CCC(CC)C(=O)NCCN1CCN(C(=O)C(CC)CC)CC1	3	-17	4	-2	-1.6	-1.1	-1	-9	3
Cc1onc(-c2ccccc2)c1C(=O)n1cccn1	-2	35	7	1	-2.7	-2.5	-3	-11	-3
CCN(CC)S(=O)(=O)c1cccc(NN=c2c(=O)c3ccccc3c2=O)c1	2	-2	-4	4	-1.0	-0.1	6	-2	-7
CC(C)COC(=O)Nc1nnc(SCCOc2ccccc2)s1	-43	-1	-3	-4	-1.2	-4.7	1	5	6
CC12CCC(=O)N1C(C(=O)N1CCN(S(=O)(=O)c3cccc(Cl)c3)CC1)CS2 (stereo not drawn)	nt	6	-9	-5	nt	nt	nt	nt	8
COc1cc(SC)ccc1C(=O)NCCc1ccccc1	-6	30	4	-4	-2.2	-1.4	15	-5	6
O=C(CSCc1c(F)cccc1Cl)NCCSCc1ccco1	0	3	8	1	-5.5	-1.7	0	0	0
COc1ccc(Cl)cc1N(CC(=O)N1CCCCCC1)S(C)(=O)=O	0	2	3	2	-1.0	0.2	6	-1	6
Cc1c(NC(=O)Nc2ccccc2)cccc1[N+](=O)[O-]	10	-19	5	0	-0.7	1.3	2	-3	2
CSc1nsc(NC(=O)Nc2ccccc2)n1	nt	20	3	-3	nt	nt	nt	nt	-2
COc1ccccc1/C=C(/C(=O)OCC(=O)Nc1ccccc1C(C)C)c1ccccc1	-17	-3	5	-6	0.8	-3.8	-7	0	-2
CCc1c(C)nc2ncnn2c1N1CCCC(C(=O)Nc2ccc(NC(C)=O)cc2)C1 (stereo not drawn)	3	38	14	2	-0.9	-0.5	-2	-15	-4
CCOC(=O)c1c(N)sc2c1CCN(CCc1ccccc1)C2	2	-7	2	-10	-0.3	-0.5	-4	-9	4
CC(C)N=C(Nc1ccccc1)c1cccnc1	-26	9	-1	-4	-2.8	-3.4	-8	2	2
Cc1ccc(CCNC(=O)C2CCC(=O)N2Cc2cccnc2)cc1 (stereo not drawn)	3	16	6	2	-4.9	-1.7	0	6	0
c1ccc(-c2nnc(N3CCOCC3)c3ccccc23)cc1	-8	-4	nt	3	-1.3	-1.9	1	1	-9
COc1ccc(/C(O)=C2/C(=O)C(=O)N(CCCN(C)C)C2c2ccccc2)cc1OC (stereo not drawn)	22	13	-2	-4	-0.6	-2.3	1	-24	1
CCc1cccc(NC(=O)c2ccc3c(=O)n4c(nc3c2)CCCCC4)c1	-14	0	-5	3	-4.4	-2.8	7	-12	11
COc1ccc(-n2c(C)nc3sc4c(c3c2=O)CCCC4)cc1	13	nt	nt	nt	-2.3	-3.0	-14	-10	6
COc1cc(NC(=O)Cn2cnc3c(nc4n3CCCCC4)c2=O)cc(OC)c1OC	3	0	-5	2	-4.2	-2.4	8	2	7
O=C(/C=C/c1ccco1)N1CCN(c2ccc(F)cc2)CC1	-25	-9	-2	2	-4.7	-2.1	13	-2	-2
